Growth percent in the NCI-60 one-dose screen (48 h, 10 µM unless noted): 100 = growth as untreated, 0 = no growth, -100 = all killed.
NCI-H522: NCI-H522 lung cancer; hit rate 8% among 78,000; AID 1794739
NCI/ADR-RES: NCI/ADR-RES ovarian cells; hit rate 4.4% among 81,000
NCI-H226: NCI-H226 lung cancer; AID 1794732; hit rate 3.5% among 79,000
NCI-H322M: NCI-H322M lung cancer | AID 1794733 | hit rate 2.7% among 80,000
HCT-15: HCT-15 colon cancer | hit rate 5.2% among 82,000 | AID 1794746
COLO 205: COLO 205 colon cancer; hit rate 7.3% among 79,000; AID 1794742
HCT-116: HCT-116 colon cancer | hit rate 7.3% among 82,000
NCI-H23: NCI-H23 lung cancer; hit rate 4% among 80,000; AID 1794731
NCI-H460: NCI-H460 lung cancer; hit rate 6.8% among 82,000
Numbers without * were called inactive; & = joins results of further samples. Rule for the calls: active = growth percent below 10; inactive = the rest.

What do the screens show for `CC(C)(C)CC(C)(C)n1nnnc1C(NC12CC3CC(CC(C3)C1)C2)c1ccc(C(C)(C)C)cc1` (stereo not given)?
NCI-H522: 88.6; NCI/ADR-RES: 95.4; NCI-H226: 100.2; NCI-H322M: 106.6; HCT-15: 96.8; COLO 205: 117.1; HCT-116: 90.3; NCI-H23: 99.1; NCI-H460: 101.3

What do the screens show for `O=C(O)c1ccccc1-c1ccccc1C(=O)Nc1ccc2c(c1)C(=O)c1ccccc1-2`?
NCI-H522: 99.5; NCI/ADR-RES: 108.8; NCI-H226: 98.6; NCI-H322M: 92.8; HCT-15: 102.5; COLO 205: 104.7; HCT-116: 101.4; NCI-H23: 105.7; NCI-H460: 111.2

Results for O=C1CC(N2C(=O)/C(=C/C(Cl)=C\c3ccc([N+](=O)[O-])cc3)SC2=S)C(=O)N1c1ccc(O)cc1 (stereo not given) ?
NCI-H522: -24.1*; NCI/ADR-RES: 3.6*; NCI-H226: -64.0*; NCI-H322M: 12.2; HCT-15: -38.2*; COLO 205: -42.9*; HCT-116: -31.2*; NCI-H23: -41.7*; NCI-H460: 0.9*

Results for Nc1cccc(N=[N+]([O-])c2cccc(N)c2)c1 ?
NCI-H522: 93.6; NCI/ADR-RES: 110.3; NCI-H322M: 98.6; HCT-15: 106.8; COLO 205: 106.1; HCT-116: 102.9; NCI-H23: 100.7; NCI-H460: 110.8

Results for CCCSc1nc(Oc2ccc(/C=C3/SC(=O)NC3=O)cc2)c(C#N)c(-c2ccc(OC)cc2)n1 ?
NCI-H522: 97.6; NCI/ADR-RES: 94.9; NCI-H226: 95.1; NCI-H322M: 91.1; HCT-15: 85.3; COLO 205: 104.3; HCT-116: 96.7; NCI-H23: 86.6; NCI-H460: 87.3

Results for NS(=O)(=O)c1ccc(NC(=O)N2CCN(c3ccc(C(F)(F)F)cn3)CC2)cc1 ?
NCI-H522: 71.4; NCI/ADR-RES: 117.0; NCI-H226: 97.4; NCI-H322M: 99.2; HCT-15: 95.8; COLO 205: 106.3; HCT-116: 104.0; NCI-H23: 108.7; NCI-H460: 104.2

Results for O=S(=O)(NCCNc1cc(-c2cn(-c3ccccc3)nc2-c2ccccc2)ccn1)c1cccc2ccccc12 ?
NCI-H522: 78.9; NCI/ADR-RES: 43.8; NCI-H226: 48.0; NCI-H322M: 68.7; HCT-15: 43.4; COLO 205: 8.3*; HCT-116: 34.8; NCI-H23: 49.8; NCI-H460: 44.4

How did OC(C[n+]1cccc(Br)c1)c1ccccc1 (stereo not given) do in these assays?
NCI-H522: 94.4; NCI/ADR-RES: 103.1; NCI-H226: 88.9; NCI-H322M: 104.3; HCT-15: 101.3; COLO 205: 100.4; HCT-116: 99.8; NCI-H23: 96.5; NCI-H460: 102.5

Results for O=C(CCN1C(=O)/C(=C/c2ccc(Cl)cc2)SC1=S)Nc1ncc(Cc2ccccc2)s1 ?
NCI-H522: 94.5; NCI/ADR-RES: 107.8; NCI-H322M: 109.1; HCT-15: 100.1; COLO 205: 118.8; HCT-116: 111.4; NCI-H23: 103.8; NCI-H460: 105.3

How did CC1(C)OC(=O)C(=Cc2ccc(C#N)cc2)C(=O)O1 do in these assays?
NCI-H522: 102.8&79.0; NCI/ADR-RES: 109.9&106.0; NCI-H226: 92.6; NCI-H322M: 103.1&113.3; HCT-15: 103.9&109.3; COLO 205: 105.0&102.8; HCT-116: 108.4&96.5; NCI-H23: 103.6&104.0; NCI-H460: 101.3&107.2

How did CCCC(=O)c1ccc(Br)s1 do in these assays?
NCI-H522: 113.5; NCI/ADR-RES: 107.9; NCI-H226: 103.2; NCI-H322M: 104.4; HCT-15: 109.3; COLO 205: 117.4; HCT-116: 106.0; NCI-H23: 108.3; NCI-H460: 114.2

What do the screens show for `CCC1(C)NCCO1` (stereo not given)?
NCI-H522: 93.8; NCI/ADR-RES: 115.1; NCI-H226: 107.0; NCI-H322M: 101.9; HCT-15: 101.2; COLO 205: 103.8; HCT-116: 101.6; NCI-H23: 105.1; NCI-H460: 101.4

Results for COc1cccc(C=C2C(=O)NC(=O)NC2=O)c1O ?
NCI-H522: 106.6; NCI/ADR-RES: 110.8; NCI-H226: 92.5; NCI-H322M: 91.7; HCT-15: 100.6; COLO 205: 116.7; HCT-116: 98.0; NCI-H23: 106.4; NCI-H460: 106.5

How did N#Cc1c(-c2ccccc2)c(-c2ccccc2)n[nH]c1=O do in these assays?
NCI-H522: 51.5; NCI/ADR-RES: 65.6; NCI-H226: 95.3; NCI-H322M: 106.6; HCT-15: 72.3; COLO 205: 99.9; HCT-116: 69.3; NCI-H23: 83.8; NCI-H460: 84.0

What do the screens show for `NC(=O)c1cccc(-c2ccccc2N2CCCCC2)c1`?
NCI-H522: 85.7; NCI/ADR-RES: 102.3; NCI-H226: 98.9; NCI-H322M: 91.0; HCT-15: 100.9; COLO 205: 121.5; HCT-116: 89.4; NCI-H23: 102.7; NCI-H460: 108.0

What do the screens show for `C[C@@H]1C=C2C(=O)O[C@@H]3CC[C@H](C1)[C@]23O`?
NCI-H522: 2.2*; NCI/ADR-RES: 93.2; NCI-H226: 105.8; NCI-H322M: 82.5; HCT-15: 62.5; COLO 205: 74.0; HCT-116: 48.7; NCI-H23: 80.6; NCI-H460: 80.9

What do the screens show for `O=c1[nH]c2ccccc2cc1CSc1cccc(Nc2nccc(-c3ccc4ccccc4c3)n2)c1`?
NCI-H522: 79.0; NCI/ADR-RES: 51.4; NCI-H226: 80.7; NCI-H322M: 105.9; HCT-15: 65.1; COLO 205: 102.2; HCT-116: 79.7; NCI-H23: 91.6; NCI-H460: 98.8

How did COc1ccc(CCNC(=O)C2CCN(c3nc(C(F)(F)F)ccc3C#N)CC2)cc1 do in these assays?
NCI/ADR-RES: 89.1; NCI-H322M: 99.9; HCT-15: 82.6; COLO 205: 102.7; HCT-116: 71.9; NCI-H23: 93.2; NCI-H460: 66.1

What do the screens show for `O=C1CSC(c2ccc(Br)cc2)N1n1cnnc1` (stereo not given)?
NCI-H522: 94.8; NCI/ADR-RES: 103.7; NCI-H226: 102.7; NCI-H322M: 98.1; HCT-15: 102.8; COLO 205: 108.8; HCT-116: 96.8; NCI-H23: 103.4; NCI-H460: 88.7

Results for COc1ccc(C2CC(=O)c3c(O)c(OC)c(OC)c(OC)c3O2)cc1O (stereo not given) ?
NCI-H522: 13.1; NCI/ADR-RES: 4.0*; NCI-H226: 89.2; NCI-H322M: 44.3; HCT-15: 9.2*; COLO 205: 67.3; HCT-116: 7.6*; NCI-H23: 33.8; NCI-H460: 3.0*

How did Nc1ccc(NC(=S)Nc2ccccc2)cc1 do in these assays?
NCI-H522: 89.0; NCI/ADR-RES: 110.3; NCI-H226: 99.7; NCI-H322M: 119.6; HCT-15: 110.7; COLO 205: 129.0; HCT-116: 99.7; NCI-H23: 101.2; NCI-H460: 109.3

What do the screens show for `CC(=O)O[C@H]1CC[C@@]2(C)[C@H](CC[C@@H]3[C@@H]2CC[C@]2(C)[C@@H]4[C@H](C[C@@H]32)O[C@]2(CC[C@@H](C)CO2)[C@H]4C)C1`?
NCI-H522: 93.5; NCI/ADR-RES: 98.5; NCI-H226: 102.4; NCI-H322M: 95.1; HCT-15: 100.6; COLO 205: 103.9; HCT-116: 94.3; NCI-H23: 99.4; NCI-H460: 114.6

Results for COC(=O)c1c2c(c(C)[n+]([O-])c1C)C(=O)C=C(NCc1ccc(F)cc1)C2=O ?
NCI-H522: -15.1*; NCI/ADR-RES: -16.7*; NCI-H322M: -6.4*; HCT-15: -60.5*; HCT-116: 0.4*; NCI-H23: -46.2*; NCI-H460: -0.7*

Results for O=C1/C(=C/c2ccccc2O)SC(=S)N1CCCN1CCOCC1 ?
NCI-H522: 61.6; NCI/ADR-RES: 98.0; NCI-H226: 89.0; NCI-H322M: 113.9; HCT-15: 86.7; COLO 205: 98.8; HCT-116: 84.6; NCI-H23: 80.9; NCI-H460: 109.0

How did O=C(CCSc1nc2sc3c(c2c(=O)n1Cc1ccccc1)CCCC3)Nc1ccc(Cl)cc1 do in these assays?
NCI-H522: 71.8; NCI/ADR-RES: 82.1; NCI-H226: 72.5; NCI-H322M: 85.9; HCT-15: 78.9; COLO 205: 96.7; HCT-116: 79.6; NCI-H23: 78.0; NCI-H460: 96.6

Results for Cc1nc2ccccc2[nH]1 ?
NCI-H522: 108.1; NCI/ADR-RES: 103.0; NCI-H226: 96.7; NCI-H322M: 100.2; HCT-15: 98.6; COLO 205: 131.4; HCT-116: 110.9; NCI-H23: 98.9; NCI-H460: 114.2

How did COc1cc(C(N)=O)c(OC)c2c1OCO2 do in these assays?
NCI-H522: 99.8; NCI/ADR-RES: 113.6; NCI-H226: 104.9; NCI-H322M: 115.7; HCT-15: 110.2; COLO 205: 102.5; HCT-116: 104.7; NCI-H23: 100.3; NCI-H460: 109.6

Results for C/C(=C\CCc1ccoc1)CC/C=C(\C)CCCNc1ccc(F)cc1 ?
NCI/ADR-RES: 98.1; NCI-H226: 88.5; NCI-H322M: 85.4; HCT-15: 93.3; COLO 205: 98.1; HCT-116: 85.2; NCI-H23: 100.2; NCI-H460: 92.7

Results for COc1ccc(/C=C/C(=O)c2ccc(Nc3nc(NCCO)nc(N4CCOCC4)n3)cc2)cc1 ?
NCI-H522: 89.9; NCI/ADR-RES: 94.5; NCI-H322M: 91.8; HCT-15: 70.4; HCT-116: 59.6; NCI-H23: 95.9; NCI-H460: 96.5

What do the screens show for `COC(=O)C1CCC(C)C(=O)C1` (stereo not given)?
NCI-H522: 119.3; NCI/ADR-RES: 106.0; NCI-H226: 95.7; NCI-H322M: 110.3; HCT-15: 99.9; COLO 205: 119.7; HCT-116: 103.0; NCI-H23: 101.9; NCI-H460: 113.4

5 compounds out of the list, ordered by heavy-atom count, ascending.
How did COc1cc(C(N)=O)c(OC)c2c1OCO2 do in these assays?
NCI-H522: 99.8; NCI/ADR-RES: 113.6; NCI-H226: 104.9; NCI-H322M: 115.7; HCT-15: 110.2; COLO 205: 102.5; HCT-116: 104.7; NCI-H23: 100.3; NCI-H460: 109.6

Results for O=C1/C(=C/c2ccccc2O)SC(=S)N1CCCN1CCOCC1 ?
NCI-H522: 61.6; NCI/ADR-RES: 98.0; NCI-H226: 89.0; NCI-H322M: 113.9; HCT-15: 86.7; COLO 205: 98.8; HCT-116: 84.6; NCI-H23: 80.9; NCI-H460: 109.0

Results for C/C(=C\CCc1ccoc1)CC/C=C(\C)CCCNc1ccc(F)cc1 ?
NCI/ADR-RES: 98.1; NCI-H226: 88.5; NCI-H322M: 85.4; HCT-15: 93.3; COLO 205: 98.1; HCT-116: 85.2; NCI-H23: 100.2; NCI-H460: 92.7

Results for COC(=O)c1c2c(c(C)[n+]([O-])c1C)C(=O)C=C(NCc1ccc(F)cc1)C2=O ?
NCI-H522: -15.1*; NCI/ADR-RES: -16.7*; NCI-H322M: -6.4*; HCT-15: -60.5*; HCT-116: 0.4*; NCI-H23: -46.2*; NCI-H460: -0.7*

How did O=C(CCSc1nc2sc3c(c2c(=O)n1Cc1ccccc1)CCCC3)Nc1ccc(Cl)cc1 do in these assays?
NCI-H522: 71.8; NCI/ADR-RES: 82.1; NCI-H226: 72.5; NCI-H322M: 85.9; HCT-15: 78.9; COLO 205: 96.7; HCT-116: 79.6; NCI-H23: 78.0; NCI-H460: 96.6

More records
Results for Cn1c(O)c(/C=C2\C=Nc3ccccc32)n(C)c1=N ?
NCI-H522: 65.2; NCI/ADR-RES: 100.7; NCI-H226: 83.0; NCI-H322M: 100.5; HCT-15: 80.4; COLO 205: 75.9; HCT-116: 79.6; NCI-H23: 89.7; NCI-H460: 104.5

Results for Cc1cc(O)c(C=NC(=S)c2ccccc2)c(=O)o1 ?
NCI-H522: 98.7; NCI/ADR-RES: 108.2; NCI-H226: 108.8; NCI-H322M: 105.8; HCT-15: 97.0; COLO 205: 103.4; HCT-116: 93.0; NCI-H23: 93.6; NCI-H460: 106.8

How did COc1ccc(C2=NN(c3ccc(S(N)(=O)=O)cc3)C(=O)CC2)cc1OC do in these assays?
NCI-H522: 96.1; NCI-H226: 92.2; NCI-H322M: 98.3; HCT-15: 105.0; COLO 205: 101.1; HCT-116: 100.2; NCI-H23: 98.9; NCI-H460: 110.0

How did Fc1ccccc1NCn1nc(-c2cnccn2)oc1=S do in these assays?
NCI-H522: 77.8; NCI/ADR-RES: 110.9; NCI-H226: 104.6; NCI-H322M: 98.2; HCT-15: 112.1; COLO 205: 113.2; HCT-116: 96.0; NCI-H23: 108.4; NCI-H460: 104.7

What do the screens show for `CCOC(=O)c1cc2c([nH]c1=O)-c1cnn(-c3ccc(Cl)cc3)c1CC2`?
NCI-H522: 92.1; NCI/ADR-RES: 120.9; NCI-H226: 93.1; HCT-15: 98.1; COLO 205: 118.7; HCT-116: 99.5; NCI-H460: 97.8

Results for NS(=O)(=O)c1ccc(N/C=C/C(=O)c2ccccc2)cc1 ?
NCI-H522: 99.6; NCI/ADR-RES: 106.6; NCI-H226: 102.6; NCI-H322M: 100.6; HCT-15: 103.2; COLO 205: 111.1; HCT-116: 115.7; NCI-H23: 105.8; NCI-H460: 104.6

How did CC(C)(C)c1ccc(C(=O)N/N=C/c2ccc(O)cc2O)cc1 do in these assays?
NCI-H522: 33.4; NCI/ADR-RES: 5.9*; NCI-H226: 12.1; NCI-H322M: 26.8; HCT-15: 14.1; COLO 205: 14.7; HCT-116: 23.4; NCI-H23: 19.1; NCI-H460: 0.5*

What do the screens show for `COc1ccc(C2CC(c3cccc(Nc4ccncc4)c3)=NN2c2cc(Cl)cc(Cl)c2)cc1` (stereo not given)?
NCI-H522: 4.8*; NCI/ADR-RES: 66.8; NCI-H226: 87.6; NCI-H322M: 75.9; HCT-15: -67.5*; COLO 205: -55.1*; HCT-116: 83.9; NCI-H23: 80.2; NCI-H460: -77.6*
